# Screens deposited in PubChem by National Center for Advancing Translational Sciences (NCATS).
# 12-LOX inh: inhibitors of human 12S-lipoxygenase ALOX12; P18054; hit rate 1.1% among 580,000; Potency, µM (doses to about 108 µM), for inactives: at the highest dose activity change, negative = inhibition, most hits filed as inhibitors; AID 1671190; purified 12hLO, xylenol orange hydroperoxide absorbance; also: % is scaled to controls: 0 for no effect and ±100 for the full control effect
#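 Hydroperoxide product was detected by ferrous iron/xylenol orange as the 573 to 405 nm absorbance ratio. Arachidonic acid at 40 uM (final) was turned over for 30 min at room temperature by 150 nM human 12hLO, pH 7.0 Hepes buffer, after 15 min compound preincubation.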
# PGK inhibitor: T. brucei PGK inhibition | AID 602233 | Potency, µM (doses to about 57.5 µM), for the others: top-dose activity change, negative = inhibition, actives largely listed as inhibitors | P07378 | hit rate 0.043% among 380,000 | PGK/GAPDH coupled, Kinase-Glo luminescence, 60 min; also: % is scaled to controls: 0 for no effect and ±100 for the full control effect; nearly all actives have a fitted effect of over 60% in size
#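 Recombinant glycosomal PGK reaction used 1,3-bisphosphoglycerate generated in-well by GAPDH (100nM final) in 100mM TEA pH 7.6, 5mM MgCl2, 0.01% Tween-20. After 60 minutes at room temperature, ATP was read by Kinase-Glo Plus luminescence end-point.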
# GLS inhibitor: blocks human kidney-isoform glutaminase activity; O94925; GLS enzymatic activity, qHTS titration; Potency, µM (series often up to 45.5 µM), inactives show at the top dose activity change, negative = inhibition, usual class: inhibitors; hit rate 0.21% among 410,000; AID 624170; also: % is scaled to controls: 0 for no effect and ±100 for the full control effect
#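 Assay buffer: 45 mM KH2PO4 pH 8.2, 0.02% Tween-20. hKGA acts on L-glutamine (1 mM solution added); product glutamate is reported by an oxidase/peroxidase Amplex Red coupling, with fluorescence taken at baseline and 30 min.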
# ERG Ets-DNA blk: inhibitors of human ERG Ets domain-DNA interaction; P11308; fluorescence polarization, His-ERG Ets domain / labelled DNA; Potency, µM (doses to about 76.9 µM), inactives show at the highest dose FP activity, negative = inhibition, actives largely listed as inhibitors; hit rate 0.028% among 370,000; AID 624246; active = well fitted inhibition curve with a large enough effect in the polarisation, with a control signal flat; inconclusive = small, poorly fitted or top-dose-only effect, or effect the other way, or a change in a side signal; inactive = no such curve, though single readings can be large or run the other way; the % refers to the polarisation;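 also: polarization taken with two DNA probes labelled with fluorescein and Texas red; % of control where 0% means no effect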
# Target sequence (P11308 whole entry, looked up, the tested form may be a part): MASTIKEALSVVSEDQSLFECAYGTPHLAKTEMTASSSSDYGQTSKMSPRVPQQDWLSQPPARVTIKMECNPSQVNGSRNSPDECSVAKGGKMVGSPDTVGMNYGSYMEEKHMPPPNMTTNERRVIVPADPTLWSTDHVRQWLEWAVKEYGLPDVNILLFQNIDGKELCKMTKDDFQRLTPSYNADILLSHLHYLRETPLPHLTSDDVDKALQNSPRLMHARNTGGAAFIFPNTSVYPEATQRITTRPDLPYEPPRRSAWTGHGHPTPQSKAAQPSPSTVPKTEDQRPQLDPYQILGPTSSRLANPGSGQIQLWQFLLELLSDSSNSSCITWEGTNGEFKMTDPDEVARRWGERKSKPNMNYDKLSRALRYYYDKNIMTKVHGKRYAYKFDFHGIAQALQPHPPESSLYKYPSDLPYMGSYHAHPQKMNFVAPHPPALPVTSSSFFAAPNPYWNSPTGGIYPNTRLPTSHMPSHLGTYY
#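 His-tagged ERG Ets domain (1 uM in the protein solution; 300mM KCl, 50mM Tris-HCl, 1mM EDTA, 1mM DTT, pH 7.5) received compound, then a probe mix of 5 nM fluorescein-DNA and 100nM Texas-615-DNA. Fluorescence polarization was read for both dyes.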
# JMJD2A Tudor: blocks the human JMJD2A Tudor domain; AlphaScreen JMJD2A-Tudor / H3K4me3 peptide binding; Potency, µM (titrated, usually from 114 µM), inactives show top-dose activity change, negative = inhibition, most hits filed as inhibitors; hit rate 4.4% among 390,000; also: % is scaled to controls: 0 for no effect and ±100 for the full control effect; nearly all actives have a fitted effect of over 50% in size
# RGS4 inh: blocks human RGS4-accelerated GTP hydrolysis. Potency, µM (highest dose often 114 µM), for the others: at the highest dose activity change, negative = inhibition, actives largely listed as inhibitors. P49798. Transcreener GDP fluorescence polarization, RGS4-accelerated GTP hydrolysis. hit rate 0.039% among 390,000. AID 504845; also: % is scaled to controls: 0 for no effect and ±100 for the full control effect; nearly all actives have a fitted effect of over 75% in size; some results filed as inactive show a strong effect at the top dose
#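 MLSMR compounds (23 nl, pin-transferred) preincubated 10 min at room temperature with a 500nM (2x) first reagent, then RGS4 at 900nM (2x) plus Transcreener GDP mix added; fluorescence polarization (620/688 nm) read before and after 90 min at 30 °C.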
# Pin1 inh: inhibitors of human Pin1; Q13526; Pin1 FP peptide displacement, HiFluor488, 10 min; Potency, µM (highest dose often 115 µM), inactives show at the top dose activity, negative = inhibition, usual class: inhibitors; hit rate 0.009% among 390,000; AID 504891; active = well fitted inhibition curve with a large enough effect in the polarisation, with a control signal flat, not every such curve was filed as active; inconclusive = small, poorly fitted or top-dose-only effect, or effect the other way, or a change in a side signal; inactive = no such curve, though single readings can be large or run the other way; the % refers to the polarisation; also: % is scaled to controls: 0 for no effect and ±100 for the full control effect
# Target sequence (Q13526 whole entry, looked up): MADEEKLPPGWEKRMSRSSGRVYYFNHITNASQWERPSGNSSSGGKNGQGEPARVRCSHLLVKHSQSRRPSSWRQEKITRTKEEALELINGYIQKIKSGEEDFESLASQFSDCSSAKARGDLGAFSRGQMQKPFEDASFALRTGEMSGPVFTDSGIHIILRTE
# HP1b chromo inh: HP1-beta chromodomain-methylated histone interaction inhibition; P83916; AlphaScreen HP1-beta / biotin-H3K9me3 peptide binding; Potency, µM (highest dose often 114 µM), inactives show at the highest dose activity change, negative = inhibition, usual class: inhibitors; hit rate 0.56% among 390,000; also: nearly all actives have a fitted effect of over 70% in size; inactives centre near 23
# Target sequence (P83916 whole entry, looked up): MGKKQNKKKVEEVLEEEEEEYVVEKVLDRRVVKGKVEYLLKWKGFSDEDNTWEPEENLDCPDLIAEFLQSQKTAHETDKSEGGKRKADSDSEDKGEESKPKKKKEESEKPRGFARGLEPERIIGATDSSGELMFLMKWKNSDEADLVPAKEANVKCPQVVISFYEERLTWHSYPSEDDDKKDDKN
#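 Compound inhibition of the preformed complex between 50 nM HP1-beta and 50 nM biotinylated H3K9me3 peptide was read by AlphaScreen. Buffer was PBS pH 7.4 with 0.01% Tween-20. Incubations ran 30 min at room temperature, with 10 ug/mL donor/acceptor beads.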
# rTrxR1 inhibitor: rat TrxR1 inhibition; Potency, µM (doses to about 114 µM), for inactives: at the highest dose activity change, negative = inhibition, hits mostly inhibitors; hit rate 1% among 390,000; recombinant rTrxR1, NADPH fluorescence consumption, selenite substrate; AID 588453; also: % is scaled to controls: 0 for no effect and ±100 for the full control effect; nearly all actives have a fitted effect of over 65% in size
#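 Rat TrxR1 (90 nM in the dispensed reagent) was pre-reduced with 400 uM NADPH for 5 min at room temperature, then incubated with compound for 15 min. After 400 uM selenite was added, NADPH fluorescence (Ex 340/Em 450 nm) was followed for 8 min.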
# * = called active by the depositor; i = inactive; ? = inconclusive; . = not tested or not shown; & = joins results of further samples; [ ] = dose if it differs, or a comment. Unless noted, calls follow the shape of the dose curve; as a rule, active = well fitted curve in the direction sought with a large enough effect; inconclusive = small, poorly fitted or top-dose-only effect, or another doubt; inactive = no such curve, though single readings can be large; an effect the other way counts as inactive or inconclusive. Potency is read from the fitted curve at half-maximal effect.
SMILES | HP1b chromo inh | JMJD2A Tudor | Pin1 inh | RGS4 inh | ERG Ets-DNA blk | PGK inhibitor | 12-LOX inh | GLS inhibitor | rTrxR1 inhibitor
O=C(c1ccc2c(c1)N(Cc1ccc(Cl)cc1)C(=O)c1ccccc1S2(=O)=O)N1CCCCCC1 | 24% | -10% | 16% | -10% | 3% | -3% | -8% | -3% | 11%
CCN(C(=O)C(=O)c1c[nH]c2ccccc12)c1ccccc1 | 32% | -6% | -6% | 33% | 15% | -1% | -3%&15% | 2% | 15%
CCOC(=O)c1c(C(=O)OCC)c(C)n(CCc2ccccc2)c1C | 2% | -22% | 6% | -2% | 1% | -3% | -4% | -2% | 10%
CCn1ccnc1CN(C)C(=O)c1ccc2nc(Cc3ccc(OC)cc3)oc2c1 | 58%[activator] | -16% | -2% | -27%[56.9 µM] | -2% | -2% | -1% | 3% | 13%[57.1 µM]
NNC(=O)CCN1CCN(Cc2ccccc2)CC1 | 40%[activator] | 5% | -1% | -13% | 8% | 9% | 16% | 4% | 15%[57.1 µM]
O=C(Cn1nnc(-c2ccc([N+](=O)[O-])cc2)n1)NNC(=O)c1ccccc1 | 47%[activator] | 1% | 10% | -26% | 11% | -1% | . | -10% | 16%
CCC1(C)Cc2c(sc3nnn(CC(=O)Nc4ccc(C)cc4)c(=O)c23)CO1 (stereo unspecified) | 6% | -24% | 16% | 10% | -5% | -5% | -11% | 1% | 6%
COc1ccc2oc(C(=O)CCC(=O)O)c(N)c2c1 | 70%[activator] | -5% | -9% | 2% | 0% | -7% | -3% | 31%[activator] | -15%[57.1 µM]
Cc1cc(C)c[n+](-c2nc([O-])sc2C=O)c1 | 34% | 6% | ? | -28% | 1% | -2% | 19% | -1% | 20%[57.1 µM]
COc1cc2[nH]c(=O)n(CCC(=O)N3CCN(c4ccc(Cl)cc4)CC3)c(=O)c2cc1OC | 30% | 0% | -14% | -5% | -1% | i | -22% | -10% | 5%
CCc1ccc(S(=O)(=O)Nc2cccc(-c3ccc(N4CCOCC4)nn3)c2)cc1 | 19%[57 µM] | -14% | 13% | -46% | -2% | -3% | -6% | 2% | 7%[57.1 µM]
CCOc1ccc(C(C)=O)cc1COC(=O)C(C)N=C1NS(=O)(=O)c2ccccc21 (stereo unspecified) | -16% | -21% | 10% | 23% | 1% | 1% | 21% | 4% | -3%[57.1 µM]
O=c1c2ccccc2nc2oc3ccccc3n12 | -10% | -13% | 5% | ? | -1% | -8% | 0% | ? | 30%
Cc1c(Cl)cccc1NC(=O)CN1C(=O)COc2ccc(S(=O)(=O)N3CCCCCC3)cc21 | 39% | 9% | 0% | -27% | 4% | -4% | -15% | -4% | 7%
COc1ccc(NC(=O)CC2C(=O)N(c3ccc(Cl)cc3)C(=S)N2CCc2ccccn2)cc1 (stereo unspecified) | 9% | -24% | 0% | 4% | 2% | -1% | -25% | 2% | -14%
CCN(CC)CCNC(=O)c1ccc(NC(=O)c2cccc(S(=O)(=O)N3CCCCCC3)c2)cc1 | 9% | -20% | 1% | 19% | . | -2% | ? | 8% | 14%
CCCC(C)c1nnc(NC(=O)C2CC(=O)N(CCc3ccc(F)cc3)C2)s1 (stereo unspecified) | ? | ? | -8% | ? | -4% | 3% | ? | ? | -1%
COC(=O)c1cc(OC)c(OC)cc1NC(=O)Nc1ccccc1F | 1% | -12% | 1% | 0% | -4% | 4% | 0% | 21% | 24%

# An excerpt of these results, with two lines to a compound.
# Values run as follows: HP1b chromo inh, JMJD2A Tudor, Pin1 inh, RGS4 inh, ERG Ets-DNA blk, PGK inhibitor, 12-LOX inh, GLS inhibitor, rTrxR1 inhibitor
CCC1(C)Cc2c(sc3nnn(CC(=O)Nc4ccc(C)cc4)c(=O)c23)CO1 (stereo unspecified)
  6%, -24%, 16%, 10%, -5%, -5%, -11%, 1%, 6%
COc1ccc2oc(C(=O)CCC(=O)O)c(N)c2c1
  70%[activator], -5%, -9%, 2%, 0%, -7%, -3%, 31%[activator], -15%[57.1 µM]
Cc1cc(C)c[n+](-c2nc([O-])sc2C=O)c1
  34%, 6%, ?, -28%, 1%, -2%, 19%, -1%, 20%[57.1 µM]
COc1cc2[nH]c(=O)n(CCC(=O)N3CCN(c4ccc(Cl)cc4)CC3)c(=O)c2cc1OC
  30%, 0%, -14%, -5%, -1%, i, -22%, -10%, 5%
CCc1ccc(S(=O)(=O)Nc2cccc(-c3ccc(N4CCOCC4)nn3)c2)cc1
  19%[57 µM], -14%, 13%, -46%, -2%, -3%, -6%, 2%, 7%[57.1 µM]
CCOc1ccc(C(C)=O)cc1COC(=O)C(C)N=C1NS(=O)(=O)c2ccccc21 (stereo unspecified)
  -16%, -21%, 10%, 23%, 1%, 1%, 21%, 4%, -3%[57.1 µM]
O=c1c2ccccc2nc2oc3ccccc3n12
  -10%, -13%, 5%, ?, -1%, -8%, 0%, ?, 30%
Cc1c(Cl)cccc1NC(=O)CN1C(=O)COc2ccc(S(=O)(=O)N3CCCCCC3)cc21
  39%, 9%, 0%, -27%, 4%, -4%, -15%, -4%, 7%
COc1ccc(NC(=O)CC2C(=O)N(c3ccc(Cl)cc3)C(=S)N2CCc2ccccn2)cc1 (stereo unspecified)
  9%, -24%, 0%, 4%, 2%, -1%, -25%, 2%, -14%
CCN(CC)CCNC(=O)c1ccc(NC(=O)c2cccc(S(=O)(=O)N3CCCCCC3)c2)cc1
  9%, -20%, 1%, 19%, ., -2%, ?, 8%, 14%
CCCC(C)c1nnc(NC(=O)C2CC(=O)N(CCc3ccc(F)cc3)C2)s1 (stereo unspecified)
  ?, ?, -8%, ?, -4%, 3%, ?, ?, -1%
COC(=O)c1cc(OC)c(OC)cc1NC(=O)Nc1ccccc1F
  1%, -12%, 1%, 0%, -4%, 4%, 0%, 21%, 24%

# Some values from the results shown.
# COc1cc2[nH]c(=O)n(CCC(=O)N3CCN(c4ccc(Cl)cc4)CC3)c(=O)c2cc1OC – 12-LOX inh = -22%
# COC(=O)c1cc(OC)c(OC)cc1NC(=O)Nc1ccccc1F – ERG Ets-DNA blk = -4%

# The list is partial. The share of hits here may be higher or lower than overall.
